CYP2C9 inh – inhibitors of human CYP2C9 | P11712 | CYP2C9 Supersomes, luciferin-H conversion, luminescence | inhibition, % at 5 µM | actives 20% (n = 96,000) | AID 777;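 active means blocking of liver enzyme CYP2C9 beyond about 50% at 5 µM, limit read from the data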; further: values of inactives mirror those of a sister screen read the other way
Target sequence (P11712 whole entry, looked up): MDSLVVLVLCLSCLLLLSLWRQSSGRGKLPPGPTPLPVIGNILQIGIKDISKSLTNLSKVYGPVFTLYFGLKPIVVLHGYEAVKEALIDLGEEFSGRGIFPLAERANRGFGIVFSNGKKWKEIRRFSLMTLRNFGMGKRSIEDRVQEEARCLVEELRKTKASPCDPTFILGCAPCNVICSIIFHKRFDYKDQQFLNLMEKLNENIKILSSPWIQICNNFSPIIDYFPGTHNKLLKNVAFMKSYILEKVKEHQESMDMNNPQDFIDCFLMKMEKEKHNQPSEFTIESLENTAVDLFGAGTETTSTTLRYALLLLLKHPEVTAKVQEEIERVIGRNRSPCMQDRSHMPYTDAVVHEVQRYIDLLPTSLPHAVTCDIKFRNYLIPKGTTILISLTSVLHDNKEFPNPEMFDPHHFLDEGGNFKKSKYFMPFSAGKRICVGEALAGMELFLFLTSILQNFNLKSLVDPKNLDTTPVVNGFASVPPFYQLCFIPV
CYP2C19 inh – human CYP2C19 inhibition | AID 778 | actives 21% (n = 96,000) | inhibition, % at 5 µM | CYP2C19 Supersomes, luciferin-H EGE luminescence, 30 min;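 active means CYP2C19 inhibition above a set limit at 5 µM in the primary screen, cut at about 50% in these data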;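 further: plate controls were negative control wells for no effect and 2.5 mM tranylcypromine positive control for full effect; values of inactives mirror those of a sister screen read the other way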
Target sequence (P33261 whole entry, looked up): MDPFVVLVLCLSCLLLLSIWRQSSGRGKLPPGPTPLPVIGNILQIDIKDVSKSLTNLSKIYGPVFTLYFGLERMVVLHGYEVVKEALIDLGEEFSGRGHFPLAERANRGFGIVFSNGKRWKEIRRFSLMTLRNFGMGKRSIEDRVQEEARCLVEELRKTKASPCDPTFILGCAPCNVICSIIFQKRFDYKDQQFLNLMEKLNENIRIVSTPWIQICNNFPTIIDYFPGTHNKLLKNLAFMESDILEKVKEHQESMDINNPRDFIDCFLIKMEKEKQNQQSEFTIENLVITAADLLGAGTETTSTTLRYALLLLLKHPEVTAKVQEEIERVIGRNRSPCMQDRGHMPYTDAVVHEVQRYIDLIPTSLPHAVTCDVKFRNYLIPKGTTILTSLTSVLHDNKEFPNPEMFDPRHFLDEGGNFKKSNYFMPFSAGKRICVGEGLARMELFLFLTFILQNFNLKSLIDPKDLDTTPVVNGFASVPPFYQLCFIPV
HIV Rev-RRE inh – HIV Rev-RRE protein-RNA interaction inhibition. P05866. Rev peptide-RRE RNA binding, FRET. inhibition, % at 8 µM. actives 0.79% (n = 97,000). AID 704;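 active means inhibition above the screen-wide mean plus 3 SD, cut at about 35% in these data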;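 further: 0% = median DMSO wells and 100% = median Neomycin B control wells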
Target sequence (P05866 whole entry, looked up): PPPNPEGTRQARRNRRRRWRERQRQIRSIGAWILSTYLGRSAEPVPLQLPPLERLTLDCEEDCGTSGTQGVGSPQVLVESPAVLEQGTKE
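Assay system: Rev peptide and RRE RNA, both fluorescently labelled; times: 5 min preincubation and 15 min binding, 25 °C; detection: FRET, ex 480 nm, em 540 and 671 nm; read-out basis: % inhibition from 671/540 nm acceptor-to-donor ratio, scaled between controls; benchmarks: DMSO low control, neomycin B high control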
CYP2C19 activ – increases human CYP2C19 enzyme activity; P33261; activation factor at 5 µM; 96,000 tested, under 10 active; recombinant CYP2C19, luciferin-H EGE luminescence; hits give high values; 0 = fully inhibited enzyme, 1 = untreated enzyme;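 active means activation factor of at least 2 at 5 µM in the primary screen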;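 further: 0 = wells with 2.5 mM tranylcypromine and 1 = vehicle-only wells; values of inactives mirror those of a sister screen read the other way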
EphB4 antag – blocks human EphB4 binding to ephrin-B2; actives 0.15% (n = 97,000); AID 720; inhibition, % at 7 µM; P54760; EphB4 LBD / TNYL-RAW-Alexa532 peptide, fluorescence polarization;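 active means inhibition above the screen-wide mean inhibition plus 3 SD, cut at about 15% in these data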;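 further: 0% = DMSO wells and 100% = excess unlabeled TNYL-RAW peptide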
CYP2C9 act – increases human cytochrome P450 2C9 activity; activation factor at 5 µM; P11712; recombinant CYP2C9, luciferin-H conversion, luminescence; hits give high values; factor 1 = untreated enzyme, 0 = blocked; AID 1024; actives 1.4% (n = 96,000);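 active means activation factor of 2 or more for CYP2C9 at a 5 µM dose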;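 further: 0 = sulfaphenazole-blocked wells and 1 = vehicle-only wells; values of inactives mirror those of a sister screen read the other way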
Plk1 PBD FP – inhibitors of human Plk1 polo box domain binding | AID 693 | inhibition, %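 (tested at about 20 µM)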 | actives 0.13% (n = 97,000) | Plk1 PBD phosphopeptide binding, fluorescence polarization; in the data active means inhibition above about 34%, passing the limit was not always enough
PLK1 inh – PLK1 (human) kinase inhibition. P53350. recombinant PLK1 kinase, TR-FRET peptide phosphorylation. inhibition, % at 10 µM. actives 0.53% (n = 97,000). AID 619;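 active means inhibition of 50% or more in the single-concentration screen; inactive means inhibition below 50%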;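 further: 0% = DMSO max control and 100% = H-89 dihydrochloride min control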
PLAP act – activators of human placental alkaline phosphatase. P05187. purified PLAP enzyme, luminescent substrate read-out; hits give high values. activation fold at 20 µM. actives 1.2% (n = 96,000). AID 696; in the data active means activation fold above about 2
* hit, by the source's call; x = no result given.

SMILES	CYP2C9 inh	CYP2C19 inh	HIV Rev-RRE inh	CYP2C19 activ	EphB4 antag	CYP2C9 act	Plk1 PBD FP	PLK1 inh	PLAP act
Cc1ccc(N=C(NOC(=O)c2ccccc2)c2nonc2N)c(C)c1	5	-12	21	1.1	-3	0.9	10	-5	0.9
O=C(Cn1nc(-c2ccccc2)c2ccccc2c1=O)NCC1CCCO1 (stereo unspecified)	-1	18	x	0.8	x	1	x	x	1
Oc1c(C(c2ccco2)N2CCOCC2)sc2ncnn12 (stereo unspecified)	46	34	7	0.7	1	0.5	3	-4	1.3
Oc1cc(Cc2ccccc2)cnc1CN1CCCCC1	3	27	0	0.7	-7	1	-2	-7	1
N#Cc1c(-c2ccco2)nc(SCC(=O)Nc2ccc(S(N)(=O)=O)cc2)[nH]c1=O	50*	-9	9	1.1	-2	0.5	-28	-12	0.9
c1ccc(Cc2nnc3sc(-c4ccc5c(c4)OCCO5)nn23)cc1	76*	58*	0	0.4	3	0.2	-20	-7	0.9
O=C(COC(=O)c1cccnc1)Nc1ccccc1	x	x	5	x	-5	x	-1	-5	x
CCN(CC)S(=O)(=O)c1ccc(Nc2ccc(-c3ccc4c(c3)OCCO4)nn2)cc1	24	8	4	0.9	8	0.8	-12	-9	1
CCn1c2ccccc2c2cc(N=C3SC(CC(=O)Nc4ccccc4OC)C(=O)N3C)ccc21 (stereo unspecified)	87*	38	-4	0.6	-8	0.1	1	-6	1
CC1CCN(C(=O)CSc2nnc(-c3cccnc3)n2C2CCCCC2)CC1	15	42	3	0.6	2	0.8	14	-16	1.4
CO/N=C/C(C#N)c1ncc(C(F)(F)F)cc1Cl (stereo unspecified)	22	23	3	0.8	-8	0.8	4	-11	1
O=C(CSCCSCC(=O)c1ccco1)c1ccco1	28	4	3	1	1	0.7	0	-17	1
Cc1cc(C)n(-c2ccc(C(=O)Nc3cc(C(F)(F)F)ccc3N3CCOCC3)cc2)n1	12	6	-1	0.9	0	0.9	-19	-11	1
COc1ccccc1N1CCN(C(=O)c2ccc(CN3CCc4ccccc4C3)cc2)CC1	36	29	-2	0.7	7	0.6	-6	15	1.6
COc1cc(OC)nc(NC2OC(=O)c3ccccc32)n1 (stereo unspecified)	-12	-14	8	1.1	-2	1.1	-17	1	1.1
Cc1cccc(-c2c3c(=O)n(C)c(=O)n(C)c3cn2-c2ccc(O)cc2)c1	x	x	7	x	9	x	-12	-8	x
O=C(O)C12CC3CC(C1)CC(n1cnc(Cl)n1)(C3)C2	-15	-15	2	1.2	3	1.1	-12	-7	0.9
CCOc1ccc(C(=O)/C=C/c2cn(CN3CCN(C)CC3)c3ccccc23)cc1	64*	62*	9	0.4	2	0.4	-13	-11	1.2
O=C(Cc1ccc(F)cc1)NCCc1ccc(F)cc1	52*	65*	6	0.3	8	0.5	-9	0	0.9
COc1ccc(C(=O)Nc2cccc(-c3cnc4ccccc4n3)c2)cc1	x	x	-3	x	-9	x	8	-23	1.1
O=C(NCc1ccco1)c1cc(-c2ccc(Cl)cc2)on1	18	0	24	1	1	0.8	0	-12	1
COc1ccccc1C(=O)n1nc(C)cc1C	25	18	10	0.8	-4	0.8	-18	-15	1
O=C(c1sc2ccccc2c1Cl)N(Cc1cccs1)C1CCS(=O)(=O)C1 (stereo unspecified)	53*	45	3	0.5	-2	0.5	-31	-1	1.3
COc1cccc(OC)c1OCCN(C)C	2	7	13	0.9	-4	1	-2	-1	1
COCCNC(=O)c1ccc2c(c1)nc(C)n2-c1cccc(F)c1	1	1	7	1	4	1	0	-13	1
COc1ccc(C(NC(=O)CC(C)C)NC(=O)CC(C)C)cc1OC	4	-7	0	1.1	-3	1	-11	-11	1
O=S(=O)(Nc1nc2ccccc2nc1Nc1ccc2c(c1)OCCO2)c1cccs1	93*	14	x	0.9	x	0.1	x	x	1.5
CC(=O)Oc1ccc2c(c1)cc(C)n2C	x	x	6	x	6	x	-12	-8	x
CN1CCN(S(=O)(=O)c2ccc(-c3ccc(Cl)cc3)cc2)CC1	25	9	4	0.9	8	0.7	-11	2	0.9
O=C(CCc1ccccc1)Nc1nc2n(n1)C(c1ccccc1)CC(=O)N2 (stereo unspecified)	-7	-13	1	1.1	1	1.1	-4	-2	1.5
Cc1nnc(N(Cc2ccco2)C(=O)c2cccc(C#N)c2)s1	27	48	4	0.5	-1	0.7	-21	-16	0.9
CC1=C(C(=O)NCc2ccco2)C2(CCC(C)CC2)OC1=O (stereo unspecified)	1	13	0	0.9	-8	1	17	-13	1.3
CC(C)c1[nH]nc2c1C(Cc1ccccc1)C(C#N)=C(N)O2 (stereo unspecified)	57*	95*	2	0	-7	0.4	33	-2	1.8
O=C(CCn1c(=O)oc2ccccc21)Nc1cccc(Cl)c1	-102	55*	x	0.4	x	2*	x	x	0.8
COc1ccccc1N(C)S(=O)(=O)c1ccc(C(=O)NC(C)(C)C)cc1	73*	27	1	0.7	-5	0.3	-18	-13	1.1
O=C(O)c1n[nH]c2c1CCCC2	-108	5	x	1	x	2.1*	x	x	1
CN1CC(c2ccc(Cl)c(Cl)c2)[C@@]2(COc3ccccc3C2=O)[C@@]12C(=O)Nc1ccccc12 (stereo partly specified)	77*	-2	2	1	0	0.2	3	-7	1
CCOc1ccc(NS(=O)(=O)c2ccc3c(c2)oc(=O)n3C)cc1	25	7	4	0.9	3	0.8	-13	-11	1
COC(=O)C(Sc1nc(C)cc(C)c1C#N)c1ccccc1 (stereo unspecified)	46	54*	13	0.5	-3	0.5	-8	-12	0.8
CCOC(=O)Cc1csc(NC(=O)c2cccc(N3C(=O)CCC3=O)c2)n1	17	2	4	1	4	0.8	-3	-9	0.9
CCCOc1ccc2oc(=O)c3c(c2c1)CCCN3C(=O)CN1CCc2ccccc2C1	64*	89*	-1	0.1	0	0.4	-1	-11	1.6
O=C(OCCCN=C1NS(=O)(=O)c2ccccc21)c1ccccc1F	28	28	6	0.7	7	0.7	-13	-12	1.1
CCOC(=O)C(C)Sc1ncnc2nc[nH]c12 (stereo unspecified)	x	x	8	x	3	x	-8	-4	x
CCOC(=O)c1cn(CC)c2ccc(S(=O)(=O)N3CCC(C)CC3)cc2c1=O	x	x	3	x	0	x	-3	5	x
COc1ccc(S(=O)(=O)n2nc(-c3ccc(Cl)cc3)cc2N)cc1OC	80*	83*	14	0.2	-7	0.2	-6	-8	0.9
COc1ccccc1NC(=O)CN1C(=O)CCS(=O)(=O)c2ccccc21	x	x	5	x	4	x	14	2	x
O=C(O)c1cccc(N2C(=O)C3CC=C(Cl)CC3C2=O)c1 (stereo unspecified)	-6	-23	6	1.2	-23	1.1	7	-3	1
COc1cc(C2c3c(n[nH]c3C)C(=O)N2c2ccc(Br)cc2)ccc1O (stereo unspecified)	31	52*	8	0.5	2	0.7	2	-8	1.7
Cc1cccc(CCNc2nc3ccccc3n3nnnc23)c1	-6	34	5	0.7	0	1.1	1	-84	0.8
CCOc1ccc(NC(=O)NC2CCOC(C)(C)C2)cc1 (stereo unspecified)	10	2	4	1	2	0.9	16	-11	1.1

Entries from the list above that have a thiophene ring, fused or not:
SMILES	CYP2C9 inh	CYP2C19 inh	HIV Rev-RRE inh	CYP2C19 activ	EphB4 antag	CYP2C9 act	Plk1 PBD FP	PLK1 inh	PLAP act
O=C(c1sc2ccccc2c1Cl)N(Cc1cccs1)C1CCS(=O)(=O)C1 (stereo unspecified)	53*	45	3	0.5	-2	0.5	-31	-1	1.3
O=S(=O)(Nc1nc2ccccc2nc1Nc1ccc2c(c1)OCCO2)c1cccs1	93*	14	x	0.9	x	0.1	x	x	1.5

The list continues.
SMILES	CYP2C9 inh	CYP2C19 inh	HIV Rev-RRE inh	CYP2C19 activ	EphB4 antag	CYP2C9 act	Plk1 PBD FP	PLK1 inh	PLAP act
Cc1c(NC(=O)CC2CC(C)OC2=O)c(=O)n(-c2ccccc2)n1C (stereo unspecified)	x	x	10	x	8	x	15	-4	x
COc1ccccc1N1CCN(CC(O)COc2ccc(S(=O)(=O)N3CCOCC3)cc2)CC1 (stereo unspecified)	2	-11	1	1.1	2	1	-21	-6	1.5
COC(=O)C(CCSC)NC(=O)C(NC(=O)C1CCC(C)CC1)C(C)C (stereo unspecified)	6	3	7	1	4	0.9	4	-7	1.1
Cn1c(=O)[nH]c(=O)c2c1nc(Br)n2CCCc1ccccc1	-4	19	9	0.8	3	1	-2	-7	0.9
CCOC(=O)c1ccc(NC(=O)CSc2nnc(COc3ccccc3OC)n2C)cc1	12	39	6	0.6	-2	0.9	22	-5	0.7
CCN(C(=O)c1ccc(C(C)(C)C)cc1)c1nnc(Cn2nnc3ccccc32)s1	52*	26	3	0.7	-2	0.5	-2	-1	1.3
O=C(N/N=C/c1ccc(OC2CSC2)cc1)c1ccccc1	6	-11	4	1.1	-3	0.9	-34	-13	1.1
COc1ccc(N2CCN(C(=S)Nc3cc(C)ccc3C)CC2)cc1	25	32	1	0.7	-3	0.7	1	-14	1
COc1ccc(-n2c(COc3ccc4ccccc4c3)nnc2SCC(=O)NCc2ccco2)cc1	52*	46	-5	0.5	1	0.5	-2	6	2*
Cn1c(=O)c2c(ncn2CC(=O)Nc2nc3ccc(F)cc3s2)n(C)c1=O	59*	-20	-5	1.2	-2	0.4	11	28	1.6
Cc1cc(C)n(CC(O)COc2ccccc2C(=O)Nc2ccccc2)n1 (stereo unspecified)	88*	91*	16	0.1	0	0.1	8	-7	1.4
CN(C)[C@H]1N(C(=O)c2ccc(Br)cc2)N=C2c3ccccc3S(=O)(=O)N21	57*	45	9	0.6	5	0.4	-33	-3	1.6
CCOc1ccc(S(=O)(=O)Nc2ccccc2SC)cc1	-90	67*	1	0.3	10	1.9	9	-7	0.9
CC(=O)c1ccc(OCCCC(=O)NC2=NCCS2)cc1	-4	39	0	0.6	-8	1	7	-1	1.4
COc1ccc(NC(=O)CC2SC(=Nc3ccccc3)NC2=O)c(OC)c1 (stereo unspecified)	37	-8	4	1.1	3	0.6	-3	1	1.3
CCCCCCOc1ccc(N2C(=O)CC(S/C(N)=N/N=C(\C)c3cccs3)C2=O)cc1 (stereo unspecified)	5	-8	0	1.1	-2	1	-9	1	1.2
C=CCn1c(COc2ccccc2)nnc1SCC(=O)O	9	5	7	0.9	5	0.9	10	-8	1.1
O=C1CC(c2ccco2)Cc2nc(N3CCN(Cc4ccc5c(c4)OCO5)CC3)ncc21 (stereo unspecified)	27	20	2	0.8	-3	0.7	-16	-6	1.8
CCOC(=O)c1cc2c(ccn2C)n1CC(=O)N1CCN(c2cccc(C(F)(F)F)c2)CC1	-14	-11	3	1.1	7	1.1	-8	-3	1.1
Cc1cc(C(=O)OCC(=O)N2CCCC2)c2ccccc2n1	23	28	8	0.7	1	0.8	-8	-11	0.8
CC(=O)Nc1ccn(-c2ccccc2)n1	x	x	-1	x	-5	x	-4	-8	x
CCOC(=O)c1ccc(NC(=O)C2(c3ccccc3)CCOCC2)cc1	x	x	14	x	7	x	15	-5	x
CCCCNC(=O)CS(=O)Cc1nc(-c2ccc(C)cc2)oc1C (stereo unspecified)	15	-7	0	1.1	-7	0.8	6	-14	1.1
Cc1ccc(C(=O)C(C)Oc2cccc(NC(=O)c3ccco3)c2)cc1 (stereo unspecified)	x	x	12	x	4	x	7	9	x

Record cards, from the list above. Order of screens: CYP2C9 inh | CYP2C19 inh | HIV Rev-RRE inh | CYP2C19 activ | EphB4 antag | CYP2C9 act | Plk1 PBD FP | PLK1 inh | PLAP act
CCCCNC(=O)CS(=O)Cc1nc(-c2ccc(C)cc2)oc1C (stereo unspecified) across the screens: 15 | -7 | 0 | 1.1 | -7 | 0.8 | 6 | -14 | 1.1
CC(=O)Nc1ccn(-c2ccccc2)n1 across the screens: x | x | -1 | x | -5 | x | -4 | -8 | x
